HepG2 tox: counter-screen for TGF-b inhibitors: cytotoxicity in HepG2 cells; HepG2 CAGA-GFP viability, ATP luminescence, 18 h; Potency, µM (highest dose often 46.1 µM), inactives show at the highest dose activity change, negative = cytotoxicity, actives largely listed as cytotoxic; actives 0.76% (n = 410,000); note: potency is the fitted concentration of half-maximal effect; some results filed as inactive show a strong effect at the top dose
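CellTiter-Glo luminescence gave cytotoxicity after 18 hours at 37 degrees C. The cells were HepG2 CAGA-GFP in 1% FBS DMEM, stimulated with 500 pg/mL TGF-beta after compound addition. %Activity was normalised to no-cell wells (complete cell-killing) and DMSO (no toxicity), and curves were fitted and classified.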
Nrf2 ARE act: Nrf2 pathway activation; AREc32 ARE-luciferase reporter (MCF7-derived line), luminescence, 24 h; Potency, µM (top dose mostly 46.1 µM), without a hit: at the highest dose activation, usual class: activators; actives 0.31% (n = 410,000); note: potency is the fitted concentration of half-maximal effect; % of control where 0% means no effect; nearly all actives have a fitted effect of over 65% in size
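For detection, Steady-Glo was added and plates sat 30 min at RT; before that, AREc32_Fluc cells grown overnight in OPTI-MEM/5% FBS had been treated with 23 nL compound for 24 hr at 37 deg C.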
ATXN2 expr inh: inhibitors of ATXN2 expression; HEK-293 ATXN2-luciferase reporter, luminescence, 24 h; Potency, µM (series often up to 57 µM), inactives show at the top dose activity change, negative = inhibition, usual class: inhibitors; actives 0.72% (n = 360,000); note: potency is the fitted concentration of half-maximal effect; % is set by controls: 0 for no effect and ±100 for the full control effect; nearly all actives have a fitted effect of over 55% in size
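qHTS (up to 57 uM final) was run with 24 h compound exposure of reporter cells at 37 °C. Each well was multiplexed: SteadyGlo luminescence measured ATXN2-luciferase expression after a fluorogenic Gly-Phe-AFC viability readout (25 uM final).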
Nrf2 inh: inhibitors of Nrf2 signaling | A549 ARE-Fluc reporter, luciferase luminescence, 18-24 h | Potency, µM (series often up to 46 µM), for inactives: at the highest dose activity change, negative = inhibition, usual class: inhibitors | actives 2.1% (n = 360,000) | AID 504444; note: potency is the fitted concentration of half-maximal effect; % is set by controls: 0 for no effect and ±100 for the full control effect; nearly all actives have a fitted effect of over 60% in size
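Nrf2 function is reported as luminescence of an ARE-controlled luciferase in A549 cells. Compounds were tested at several concentrations, and a CellTiter-Fluor read on the same wells flagged cytotoxicity.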
A549 tox: counter-screen for Nrf2 inhibitors: cytotoxicity in A549 cells; A549 ARE-Fluc cells, CellTiter-Fluor viability, 18-24 h; Potency, µM (highest dose often 46 µM), for the others: at the highest dose activity change, negative = cytotoxicity, hits mostly inhibitors; actives 0.16% (n = 390,000); note: potency is the fitted concentration of half-maximal effect; % is set by controls: 0 for no effect and ±100 for the full control effect
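Cytotoxicity counterscreen: CellTiter-Fluor fluorescence was measured in A549 ARE_Fluc cells after 18-24 h of compound exposure in a concentration series. The subsequent BugLite luminescent read reports ARE-luciferase activity.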
EPAC2 agonist: activates human EPAC2 exchange factor. Q8WZA2. EPAC2 activation, biochemical qHTS; response scale: 100% = 6.5 mM cAMP response. Potency, µM (titrated, usually from 154 µM), inactives show at the top dose activation, actives largely listed as activators. actives 0.079% (n = 360,000); note: potency is the fitted concentration of half-maximal effect; nearly all actives have a fitted effect of over 50% in size
Target sequence (Q8WZA2 whole entry, looked up): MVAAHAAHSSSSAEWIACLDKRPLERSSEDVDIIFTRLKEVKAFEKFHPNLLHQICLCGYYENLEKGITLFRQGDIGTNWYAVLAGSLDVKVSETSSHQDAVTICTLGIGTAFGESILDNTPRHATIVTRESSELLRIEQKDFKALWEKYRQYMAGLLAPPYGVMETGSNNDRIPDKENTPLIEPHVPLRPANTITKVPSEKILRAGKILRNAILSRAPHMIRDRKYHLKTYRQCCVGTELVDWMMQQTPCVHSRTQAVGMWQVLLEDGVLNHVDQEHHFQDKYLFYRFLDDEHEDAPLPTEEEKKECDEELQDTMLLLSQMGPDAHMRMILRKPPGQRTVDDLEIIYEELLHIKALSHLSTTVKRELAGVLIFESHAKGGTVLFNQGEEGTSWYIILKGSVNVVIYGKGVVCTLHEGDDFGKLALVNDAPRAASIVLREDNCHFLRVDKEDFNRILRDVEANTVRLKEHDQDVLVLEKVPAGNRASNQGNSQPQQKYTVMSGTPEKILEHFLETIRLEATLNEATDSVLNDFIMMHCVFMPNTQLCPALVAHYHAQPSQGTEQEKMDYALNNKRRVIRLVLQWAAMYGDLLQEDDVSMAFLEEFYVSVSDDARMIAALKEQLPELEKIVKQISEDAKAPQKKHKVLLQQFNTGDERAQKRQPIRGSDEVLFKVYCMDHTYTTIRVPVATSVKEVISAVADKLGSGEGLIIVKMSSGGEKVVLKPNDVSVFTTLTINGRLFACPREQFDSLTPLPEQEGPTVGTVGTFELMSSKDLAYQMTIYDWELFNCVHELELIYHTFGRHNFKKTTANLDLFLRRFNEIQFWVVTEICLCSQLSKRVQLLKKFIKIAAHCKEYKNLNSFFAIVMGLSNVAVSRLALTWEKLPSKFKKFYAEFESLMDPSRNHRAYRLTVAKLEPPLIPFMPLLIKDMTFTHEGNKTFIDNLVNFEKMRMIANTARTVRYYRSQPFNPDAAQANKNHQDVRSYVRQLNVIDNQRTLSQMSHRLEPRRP
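Setup: EPAC2 100 nM, labeled Rap1B complex 250 nM, free GDP 50 uM. Compound titrations pinned in, brief spin, 5 min room temperature incubation. Kinetic fluorescence read over 30 min, normalized to 6.5 mM cAMP.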
S2 tox: cell viability loss in ATXN counter-screen; Potency, µM (top dose mostly 56.7 µM), hits mostly cytotoxic; S2 cells (HEK-293 line with an ATXN2-luciferase reporter) viability, CellTiter-Fluor protease fluorescence, 24 h; AID 651635; actives 0.49% (n = 400,000); note: potency is the fitted concentration of half-maximal effect; nearly all actives have a fitted effect of over 40% in size
IL-2 act: activators of IL-2 | IL-2 activation reporter assay, cell-based qHTS; stimulated with anti-CD3/CD4/CD28 beads; in transgenic mouse T cells | activation, % (series mostly up to about 46 µM) | actives 0.065% (n = 360,000) | AID 652025; in the data active = activation above about 50%; inconclusive = mostly about 30% to 49%; note: 0% is about no effect
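Quantitative HTS in unstimulated transgenic mouse T cells, with memory T cells as non-tolerant control and PMA/ionomycin as tolerance-bypass control. Compound pretreatment lasted 60 minutes before 18 h bead stimulation; EGFP/DsRed fluorescence read.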
TGFb SMAD3 inh: inhibitors of TGF-b signaling; HepG2 CAGA-GFP TGF-b/SMAD3 reporter, GFP fluorescence, 18 h; TGF-beta stimulated, 500 pg/mL final; Potency, µM (top dose mostly 46.1 µM), inactives show at the highest dose activity, negative = inhibition, usual class: inhibitors; actives 1.2% (n = 410,000); AID 588855; note: potency is the fitted concentration of half-maximal effect; % is set by controls: 0 for no effect and ±100 for the full control effect; nearly all actives have a fitted effect of over 65% in size
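Inhibition was scored as loss of TGF-beta-induced (500 pg/mL final, 18 hours, 37 degrees C) GFP in HEPG2 cells carrying a CAGA-GFP reporter, in DMEM with 1% FBS. Well GFP was summed per cell; Activity was normalised to unstimulated and stimulated DMSO wells, then concentration-response fitting.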
The depositor's hits bear a star; i = inactive; ? = inconclusive; . = no result given; [ ] = another dose, or the depositor's remark. Unless noted, calls come from the whole dose curve; as a rule, active = well fitted curve in the direction sought with a large enough effect; inconclusive = small, poorly fitted or top-dose-only effect, or another doubt; inactive = no such curve, though single readings can be large; an effect the other way counts as inactive or inconclusive.

Preview, eight compounds:
Keys – A = HepG2 tox; B = Nrf2 ARE act; C = ATXN2 expr inh; D = Nrf2 inh; E = A549 tox; F = EPAC2 agonist; G = S2 tox; H = IL-2 act; I = TGFb SMAD3 inh
CN(CCO)C(=O)c1cccc2c1-c1ccccc1C2=O
  A: -1.7%	B: -0.6%	C: 9.2%	D: 10.8%	E: 0.0%	F: 4.7%	G: i	H: -1.9	I: 6.5%
Cc1cc(-c2csc(NC(=O)c3ccc(C#N)cc3)n2)c(C)n1Cc1ccccc1
  A: 0.0%	B: 0.4%	C: -6.4%	D: 1.7%	E: 15.0%	F: -7.7%	G: i	H: -0.2	I: -21.8%
COCCn1c(SCC(=O)NC(=O)NC(C)C)nc2ccccc21
  A: 0.4%	B: 2.7%	C: 5.9%	D: -5.1%	E: 2.7%	F: 3.4%	G: i	H: 0.3	I: 0.0%
CCCCc1cc(=O)oc2c(CN(CC)CC)c(O)c(Cl)cc12
  A: 15.0%	B: 0.1%	C: 3.9%	D: 18.4%	E: 16.9%	F: -1.8%	G: i	H: -0.3	I: 0.0%
CCCCCn1c(Sc2nc3ccccc3s2)nc2c1c(=O)[nH]c(=O)n2C
  A: -23.8%	B: 7.7%	C: -16.9%	D: 16.4µM*	E: -9.9%	F: -26.4%	G: i	H: -1.3	I: -3.0%
CC(/C=C1\SC(=O)N(CC(=O)Nc2cccc(O)c2)C1=O)=C\c1ccccc1
  A: -103.7%	B: 14.2%	C: -7.8%	D: -12.6%	E: -5.4%	F: 5.7%	G: ?	H: 1.0	I: ?
O=[N+]([O-])c1cccc(-n2cccc2/C=N/Nc2nc(N3CCCCC3)nc(N3CCCCC3)n2)c1
  A: 0.2%	B: 0.1%	C: -26.3%	D: ?	E: -2.0%	F: -4.7%	G: i	H: 0.6	I: 7.7%
CCCCOc1ccc(S(=O)(=O)Nc2cc(OC)ccc2OC)cc1
  A: -54.1%	B: -0.2%	C: -18.2%	D: ?	E: -11.7%	F: -5.6%	G: i	H: -2.6	I: ?

The list itself (from the top)
Keys – A = HepG2 tox; B = Nrf2 ARE act; C = ATXN2 expr inh; D = Nrf2 inh; E = A549 tox; F = EPAC2 agonist; G = S2 tox; H = IL-2 act; I = TGFb SMAD3 inh
CN(CCO)C(=O)c1cccc2c1-c1ccccc1C2=O
  A: -1.7%	B: -0.6%	C: 9.2%	D: 10.8%	E: 0.0%	F: 4.7%	G: i	H: -1.9	I: 6.5%
Cc1cc(-c2csc(NC(=O)c3ccc(C#N)cc3)n2)c(C)n1Cc1ccccc1
  A: 0.0%	B: 0.4%	C: -6.4%	D: 1.7%	E: 15.0%	F: -7.7%	G: i	H: -0.2	I: -21.8%
COCCn1c(SCC(=O)NC(=O)NC(C)C)nc2ccccc21
  A: 0.4%	B: 2.7%	C: 5.9%	D: -5.1%	E: 2.7%	F: 3.4%	G: i	H: 0.3	I: 0.0%
CCCCc1cc(=O)oc2c(CN(CC)CC)c(O)c(Cl)cc12
  A: 15.0%	B: 0.1%	C: 3.9%	D: 18.4%	E: 16.9%	F: -1.8%	G: i	H: -0.3	I: 0.0%
CCCCCn1c(Sc2nc3ccccc3s2)nc2c1c(=O)[nH]c(=O)n2C
  A: -23.8%	B: 7.7%	C: -16.9%	D: 16.4µM*	E: -9.9%	F: -26.4%	G: i	H: -1.3	I: -3.0%
CC(/C=C1\SC(=O)N(CC(=O)Nc2cccc(O)c2)C1=O)=C\c1ccccc1
  A: -103.7%	B: 14.2%	C: -7.8%	D: -12.6%	E: -5.4%	F: 5.7%	G: ?	H: 1.0	I: ?
O=[N+]([O-])c1cccc(-n2cccc2/C=N/Nc2nc(N3CCCCC3)nc(N3CCCCC3)n2)c1
  A: 0.2%	B: 0.1%	C: -26.3%	D: ?	E: -2.0%	F: -4.7%	G: i	H: 0.6	I: 7.7%
CCCCOc1ccc(S(=O)(=O)Nc2cc(OC)ccc2OC)cc1
  A: -54.1%	B: -0.2%	C: -18.2%	D: ?	E: -11.7%	F: -5.6%	G: i	H: -2.6	I: ?
Cc1ccc(-c2cc(C(=O)Nc3cc(C)on3)c3ccccc3n2)cc1
  A: 1.2%	B: 2.2%	C: ?	D: 0.0%	E: 18.8%	F: 9.5%	G: i	H: -2.8	I: -0.1%
N#Cc1ccc(C23CC4(C2)[C@H](CN(P(=O)(c2ccccc2)c2ccccc2)[C@@H]4c2ccccc2)C3c2ccc(Cl)nc2)cc1 (stereo partly drawn)
  A: -28.7%	B: 0.0%	C: -37.3%	D: ?	E: ?	F: 2.6%	G: ?	H: -0.1	I: 12.6µM*
CCCN(C(=O)c1cc(S(=O)(=O)N(C)c2ccc(OCC)cc2)ccc1C)C1CCS(=O)(=O)C1 (stereo not drawn)
  A: 0.3%	B: 0.4%	C: -19.3%	D: -7.1%	E: 3.5%	F: 11.9%	G: i	H: -3.3	I: -5.6%
O=c1c(-c2ccccc2)nnc2sc(COc3ccc(Br)cc3)nn12
  A: -78.7%	B: 0.0%	C: -3.8%	D: 8.7%	E: 6.7%	F: 0.8%	G: i	H: 0.0	I: 8.5%
O=C(CSc1nc2ccccc2[nH]1)c1ccc(Cl)s1
  A: 7.9%	B: 4.5%	C: 24.3%	D: 1.9%	E: -0.6%	F: -20.0%	G: i	H: 2.8	I: 7.3%
NS(=O)(=O)OCCCc1ccc(C(F)(F)F)cc1
  A: -10.3%	B: 1.6%	C: 3.1%	D: 9.7%	E: 1.6%	F: 3.0%	G: i	H: -2.5	I: -10.7%
CC(C)(C)c1ccc(S(=O)(=O)NCCOCC(F)(F)C(F)F)cc1
  A: -26.0%	B: 3.6%	C: -9.6%	D: ?	E: -21.0%	F: 1.7%	G: i	H: -0.8	I: ?
O=C(Nc1ccc(Cl)cc1)c1csc(COCCO)n1
  A: -2.2%	B: 0.8%[9.22 µM]	C: 38.1%	D: .	E: .	F: 6.1%	G: i	H: -0.6	I: -1.5%
Cc1cccc(S(=O)(=O)NC(=O)C2(C)CCN2C(=O)Cc2cccs2)c1 (stereo not drawn)
  A: 4.8%	B: -1.0%[9.22 µM]	C: 8.9%	D: .	E: .	F: 5.7%	G: i	H: 0.6	I: 6.5%
Cc1nc(CCNC(=O)Cc2ccc(Cl)cc2)cs1
  A: -22.8%	B: -0.6%	C: 15.1%	D: 0.9%	E: -3.0%	F: 6.1%	G: i	H: -2.8	I: -9.9%
CC(C)CCCNc1nc(N2CCOCC2)nc(N2CCOCC2)n1
  A: -75.1%	B: -0.1%	C: -4.9%	D: -6.8%	E: 0.6%	F: 9.8%	G: i	H: -1.8	I: -2.5%
Nc1ccc2ncccc2c1N
  A: -5.0%	B: 0.4%[9.22 µM]	C: -7.2%	D: 0.0%	E: -6.8%	F: -7.7%	G: i	H: 0.2	I: 3.4%
CCCCn1nnnc1-c1nc2ccccc2[nH]c1=O
  A: .	B: 0.1%	C: 0.0%	D: .	E: .	F: -5.0%	G: i	H: 0.8	I: .
Cn1nc(C#N)c(=O)[nH]c1=O
  A: -17.0%	B: 0.0%	C: 4.8%	D: -15.8%	E: 6.9%	F: 7.2%	G: i	H: 0.3	I: -4.1%
CN1C(=O)C2(C(C#N)=C(N)N(c3cc(Cl)cc(Cl)c3)C3=C2C(=O)CCC3)c2ccccc21 (stereo not drawn)
  A: 13.8%	B: -0.3%	C: -8.6%	D: 5.0%	E: -0.4%	F: 4.0%	G: i	H: 0.4	I: ?
CC(C)Oc1ccc(C(CC(=O)O)Cc2ccccc2)cc1 (stereo not drawn)
  A: 12.8%	B: 0.2%	C: 9.3%	D: 10.8%	E: -2.6%	F: -1.2%	G: i	H: -2.3	I: 0.0%
COc1ccc(C)cc1NC(=O)CC(=O)Nc1ccc2nc3n(c(=O)c2c1)CCCCC3
  A: -0.9%	B: 7.5%	C: -18.5%	D: -0.9%	E: -0.1%	F: .	G: i	H: .	I: ?
Cc1nc2ccccc2c(=O)n1C1CCCCCC1
  A: -0.9%	B: -0.1%	C: 0.3%	D: -14.3%	E: 0.2%	F: 1.3%	G: i	H: -1.5	I: -1.6%

Complete entries, looked up by structure. Order of values: HepG2 tox | Nrf2 ARE act | ATXN2 expr inh | Nrf2 inh | A549 tox | EPAC2 agonist | S2 tox | IL-2 act | TGFb SMAD3 inh
Results for Cc1nc(CCNC(=O)Cc2ccc(Cl)cc2)cs1 = -22.8% | -0.6% | 15.1% | 0.9% | -3.0% | 6.1% | i | -2.8 | -9.9%
Results for O=c1c(-c2ccccc2)nnc2sc(COc3ccc(Br)cc3)nn12 = -78.7% | 0.0% | -3.8% | 8.7% | 6.7% | 0.8% | i | 0.0 | 8.5%

Source: PubChem
